# hiPSC survival: increases survival of single human iPS cells | 360,000 tested, 0.044% active | survival enhancement, % at 20 µM | hiPSC single-cell survival, ATPlite luminescence; 100% = ROCK inhibitor wells, 0% = DMSO; in the data active = survival enhancement above about 18%;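 also: cells exposed to compounds for 16 hours before the ATP read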
# aDG glyco act: increases alpha dystroglycan glycosylation; Pro5-aDG cells, alpha-DG glycosylation AlphaScreen (IIH6); 0% Pro5, 100% B10-LARGE cell signal; activation, % at 10 µM; 360,000 tested, 0.22% active;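 active = activation of at least 8% versus controls, or a plate z-score of at least 8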;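 also: Pro5 are CHO cells carrying HIG-tagged alpha-DG that lacks glycosylation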
# Shn3 inh set2: Schnurri-3 reporter inhibition in Clone20 osteoblasts | AID 588674 | 360,000 tested, 0.52% active | Clone20 osteoblast Shn3 3'UTR firefly luciferase, 24 h | inhibition, % at 12.5 µM;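 active = mean inhibition of at least 75% with every replicate also reaching 75%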;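 also: 0% = median of neutral control wells and 100% = pilot-screen positive control compound; some compounds past the cut are filed as inactive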
# HIF-2a block: inhibitors of HIF-2a; 360,000 tested, 0.72% active; AID 624352; inhibition, % at 18.8 µM; 786-0 RCC cells HIF-2a reporter, luciferase luminescence, overnight;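 active = inhibition of the luminescence signal of 40% or more relative to plate controls, in a single-dose primary screen at 18.75 µM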
# TRPM1 prom inh: MITF TRPM1 promoter inhibition in SK-MEL-5 cells | 330,000 tested, 0.83% active | SK-MEL-5 TRPM1 promoter luciferase, 24 h | AID 488899 | inhibition, % at 12.5 µM;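 active = mean inhibition across replicates of 60% or more, whatever share of single replicates reaches that level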; also: values of inactives mirror those of a sister screen read the other way
# NR2E3 ag-1: agonists of human NR2E3 nuclear receptor; Q9Y5X4; CHO-S Gal4-NCOR/VP16-NR2E3 two-hybrid, luciferase; inhibition of corepressor binding, % at 3.98 µM; 360,000 tested, 0.35% active; AID 602229;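 active = inhibition above the mean of all tested compounds plus 3 SD, cut at about 70% in these data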;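 also: 0% = DMSO with NR2E3 transfected cells and 100% = cells lacking NR2E3 construct; higher means lower luciferase signal from less NR2E3 corepressor binding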
# Target sequence (Q9Y5X4 whole entry, looked up, the tested form may be a part): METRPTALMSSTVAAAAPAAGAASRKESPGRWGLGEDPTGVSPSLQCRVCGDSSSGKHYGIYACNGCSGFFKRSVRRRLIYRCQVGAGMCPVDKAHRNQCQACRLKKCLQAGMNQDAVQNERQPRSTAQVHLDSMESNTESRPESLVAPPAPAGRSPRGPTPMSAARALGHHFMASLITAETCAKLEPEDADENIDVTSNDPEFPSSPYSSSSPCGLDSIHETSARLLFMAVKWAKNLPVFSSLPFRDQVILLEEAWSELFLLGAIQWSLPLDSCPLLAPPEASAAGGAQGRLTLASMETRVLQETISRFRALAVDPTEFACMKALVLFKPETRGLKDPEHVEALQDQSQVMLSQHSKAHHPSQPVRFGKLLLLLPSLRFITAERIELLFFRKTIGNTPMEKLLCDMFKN
# TWEAK Fn14 block: blocks TWEAK-Fn14 interaction in a reporter cell assay | inhibition, % at 10 µM | AID 1159606 | TWEAK-stimulated Fn14 reporter cells, luciferase luminescence, 8 h | 360,000 tested, 2% active; in the data active = inhibition above about 50%
# CF NFkB block: blocks PAF-induced NF-kB reporter in cystic fibrosis cells; KKLEB NF-kB-GFP reporter, GFP fluorescence overnight; inhibition, % at 5 µM; 360,000 tested, 0.86% active; AID 588850;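 active = at least 50% inhibition at 5 µM, scaled per plate between neutral and stimulator controls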;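 also: PAF is a Pseudomonas aeruginosa culture filtrate used as stimulus; plate controls were PAF-stimulated DMSO wells for no effect and unstimulated DMSO wells for full effect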
# Peg3 prom inh: Peg3 promoter activity inhibition | inhibition, % at 20 µM | HeLa PEG-Prom luciferase reporter, luminescence, overnight | AID 588405 | 360,000 tested, 1.7% active;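 active = inhibition of at least 50% at 20 µM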
# KKLEB tox: CF airway cell cytotoxicity counter-screen. KKLEB CF airway cells viability, ATPlite luminescence, overnight; active compounds read low; cells stimulated with P. aeruginosa culture filtrate. activity change (cytotoxicity), % at 5 µM. 360,000 tested, 0.36% active. AID 602141;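 active = corrected activity change at or below -50% at 5 µM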
# NR2E3 ag-2: activates human photoreceptor nuclear receptor NR2E3; Q9Y5X4; GST-NR2E3/biotin-RetCOR TR-FRET, 1536-well; inhibition of corepressor binding, % at 4.78 µM; 320,000 tested, 0.12% active; AID 2300;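 active = percent inhibition above the cutoff of mean plus 3 SD of all tested compounds, set per screening campaign, cut at about 20% in these data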;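 also: 0% = DMSO wells and 100% = biotin wells as full block of FRET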
#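 Material: NR2E3–RetCOR corepressor complex / Amount: 1.35 nM GST-NR2E3 / Medium: Tris pH 7.5 / Compound: single nominal compound dose of 4.8 µM / Incubation: 5 h at 4 °C / Technique: TR-FRET, Eu(K)-anti-GST donor, streptavidin-D2 acceptor, ex 340, em 617/671 nm / Read-out basis: percent loss of FRET ratio relative to control wells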
# * = called active by the depositor; . = not tested or not shown.
smiles	hiPSC survival	aDG glyco act	Shn3 inh set2	HIF-2a block	TRPM1 prom inh	NR2E3 ag-1	TWEAK Fn14 block	CF NFkB block	Peg3 prom inh	KKLEB tox	NR2E3 ag-2
O=C1NCCN1c1ccc(CN2CCN(C3CCCCC3)C(CCO)C2)cc1 (stereo not given)	-0.5	1.9	9.2	-13.8	-8.1	-14.3	5.2	-26.3	-3.6	7.1	1.6
CCOC(=O)c1c(O)c2c(n(Cc3ccco3)c1=O)CCCC2	-1.9	3.1	-0.1	-3.4	2.6	0.5	3.5	-7.2	-0.8	0.0	-1.9
COc1cc(C(CC(=O)N2CCOCC2)c2c(OC)cc(OC)c3ccc(=O)oc23)cc(OC)c1OC (stereo not given)	0.5	0.0	13.8	-111.7	10.5	0.0	-0.2	-4.4	-36.4	4.8	4.2
CCN(CCNC(=O)c1ccc(CSc2nc3ccncc3[nH]2)cc1)c1ccccc1	0.9	0.0	-18.3	-3.2	-2.9	20.5	16.2	2.4	9.1	-9.4	1.9
O=CN1CCN(C(=O)c2cc3cc(Cl)ccc3[nH]2)CC1	-0.2	0.0	1.4	0.8	2.9	-20.2	10.5	-4.6	-0.1	14.6	1.2
CN1CCN(C(=O)c2ccc(-c3cccs3)s2)CC1	-0.5	0.1	-72.8	-208.1	-94.3	-102.6	2.4	-3.1	-206.7	2.4	-1.6
CC(C)(C)CC(=O)Nc1nnc(SCC(=O)NC2CCCC2)s1	0.0	0.3	1.7	10.9	3.8	-40.4	-2.1	-7.9	18.5	6.8	3.4
CCN(CC)CCSc1nc2ccc(OC)cc2[nH]1	-0.5	0.0	-2.7	3.7	-5.4	-30.7	6.6	0.2	6.0	-0.2	3.1
O=C(O)c1cc(NCc2ccccc2C(F)(F)F)ccc1N1CCOCC1	3.0	-0.1	-33.2	10.9	2.2	-5.9	12.3	-3.1	-0.4	7.6	-4.9
CCc1ccc(C(=O)COC(=O)CNC(=O)c2ccco2)cc1	-1.1	0.3	11.9	1.0	1.7	-7.5	10.9	-15.0	-16.1	8.0	-1.7
O=C(NC1CCCC1)C1CCN(C(=O)Nc2cccc(Cl)c2)CC1	-0.6	0.0	-12.6	4.6	-12.4	-23.2	14.4	-22.1	17.0	6.7	1.9
Cc1nnc(SCC(=O)Nc2ccc3c(c2)OCO3)s1	-0.5	0.0	6.1	-1.4	-3.9	-16.6	-16.4	4.5	2.4	6.7	.
CCOc1ccc(OCC)c(S(=O)(=O)NCc2ccccn2)c1	1.6	0.0	-13.0	25.3	6.9	-12.8	-4.5	16.0	4.5	0.8	-2.2
COc1cccc(CNC(=O)C2CCN(S(=O)(=O)c3cccs3)CC2)c1	0.7	-0.4	4.8	14.9	7.6	15.1	-13.6	-16.5	8.7	19.7	0.5
C/C=C/COC(=O)c1[nH]c2c(c1C)C(=O)CC(c1ccco1)C2 (stereo not given)	-1.8	-0.1	73.0	15.5	.	-4.1	26.8	61.9*	-5.6	-31.5	-0.6
Cc1ccccc1OCC(=O)N(Cc1cccc(F)c1)C1CCS(=O)(=O)C1 (stereo not given)	-0.3	-0.4	-9.6	7.7	11.1	-18.2	-3.0	14.5	-15.5	1.9	0.1
Cc1ccc2cc(/C=N/NC(=O)[C@H](C)NC(=O)OC(C)(C)C)c(Cl)nc2c1	-0.4	-0.1	7.5	13.2	-2.7	0.9	-31.2	-10.6	-4.3	3.8	0.0
CCN(c1ccc(OC)cc1)S(=O)(=O)c1nnc(NC(=O)C2CCCCC2)s1	1.0	-0.1	7.0	5.5	2.6	17.9	-0.3	-1.9	15.1	-1.2	0.8
COc1ccc(/C=C/C(=O)Nc2cccnc2)cc1OC	3.0	0.1	-30.1	-130.5	-82.3	14.5	-5.8	-9.9	-113.8	-2.4	-1.0
CC(=O)C[C@@H](O)CC(=O)[C@@H]1OC(=O)CCCCCc2ccccc21	-1.5	-0.4	-15.4	7.9	-0.8	-20.0	1.0	0.8	-0.9	16.9	.

# Two entries from above, reformatted:
# Every second line gives: hiPSC survival | aDG glyco act | Shn3 inh set2 | HIF-2a block | TRPM1 prom inh | NR2E3 ag-1 | TWEAK Fn14 block | CF NFkB block | Peg3 prom inh | KKLEB tox | NR2E3 ag-2
CC(C)(C)CC(=O)Nc1nnc(SCC(=O)NC2CCCC2)s1
    0.0 | 0.3 | 1.7 | 10.9 | 3.8 | -40.4 | -2.1 | -7.9 | 18.5 | 6.8 | 3.4
CCN(CC)CCSc1nc2ccc(OC)cc2[nH]1
    -0.5 | 0.0 | -2.7 | 3.7 | -5.4 | -30.7 | 6.6 | 0.2 | 6.0 | -0.2 | 3.1

# Following part.
smiles	hiPSC survival	aDG glyco act	Shn3 inh set2	HIF-2a block	TRPM1 prom inh	NR2E3 ag-1	TWEAK Fn14 block	CF NFkB block	Peg3 prom inh	KKLEB tox	NR2E3 ag-2
CC(=O)Nc1ccc(NC(=O)CSc2nnc(NC(=O)c3ccc(Br)o3)s2)cc1	-0.2	0.1	-5.9	6.7	6.1	6.5	-11.1	-13.2	26.2	5.5	2.5
COc1ccc(-n2nnc3c(=O)n(CC(=O)N4CCCC4)cnc32)cc1	1.4	0.0	25.1	0.8	2.5	-7.5	8.8	2.6	6.8	6.0	0.8
C/C(=N\NC(=S)NCc1ccccc1)c1ccc(C)o1	0.3	0.7	1.8	-112.9	-5.3	-5.6	2.0	-22.0	-66.0	11.8	-0.1
CCCCCn1c(C)c2c(OCC)cccc(=O)c2c1C	0.8	0.0	.	20.4	15.7	-0.6	9.4	-8.6	2.1	-2.3	1.3
COc1ccc(CNC(=O)C2CSC(=O)C2)cc1 (stereo not given)	0.0	0.6	9.4	9.8	4.0	-27.5	6.3	-4.1	-1.8	1.3	1.7
CCOC(=O)c1ccc(NC2=CC(=O)C(=O)c3ccccc32)cc1	-4.1	-1.0	31.2	-32.7	75.5*	-19.9	19.3	89.3*	115.5*	-72.2*	0.8
CNC(=O)C[C@H]1C(=O)N(CCc2ccccc2)C[C@@H]1C	-0.1	0.1	-17.4	-7.5	.	-14.9	11.8	-2.1	-11.8	4.7	.
Cc1cc(N2CCOCC2)nc(-c2ccc(Br)cc2)n1	3.3	-0.1	-7.3	-44.3	-0.7	-12.5	-15.7	13.7	-34.7	-4.0	3.0
COc1ccc(OCC(O)CN2CCN(c3ncccn3)CC2)cc1 (stereo not given)	3.0	0.1	5.6	14.6	-4.7	-8.4	0.3	13.7	5.3	-1.8	-0.7
CC(C)Cn1c(N)c(C=O)c(=O)n(C)c1=O	-2.4	-0.4	-10.9	23.8	-1.1	0.4	5.9	1.5	-6.7	1.7	0.3
O=C1c2cccc3cc([N+](=O)[O-])cc(c23)C(=O)N1CC1CCCO1 (stereo not given)	-0.3	0.1	18.4	-4.9	9.7	2.5	-18.7	-73.7	16.5	-1.2	1.3
O=C1CN(C(=O)c2ccco2)C(c2ccccc2)c2cc(Cl)ccc2N1 (stereo not given)	-1.3	-0.4	5.3	32.6	7.3	-10.5	-1.0	13.8	28.9	2.6	2.1
CCc1c(C)nc(SCC(=O)NC2CCCC2)[nH]c1=O	-0.3	0.0	8.8	8.5	1.8	-7.2	15.7	-12.1	15.0	-2.9	-2.3
CCC1(c2ccc(F)cc2)NC(=O)N(CC(=O)N2c3ccccc3CC2C)C1=O (stereo not given)	2.2	0.1	7.9	8.6	11.0	1.2	12.7	1.7	9.4	-7.7	3.0
Cc1ccc(Cl)cc1NC(=O)COc1ccccc1	-0.1	-0.1	7.4	-111.6	-24.4	-24.6	-8.0	-12.8	-32.5	1.6	3.2
CC(C)/C=N/NC(=O)c1cccc(N2CCCC2=O)c1	3.0	-0.2	-9.3	6.3	-0.4	-14.0	-9.9	-6.8	-21.0	0.3	-4.9
CN(C)c1ccc(NC(=O)Cn2c(=O)n(Cc3ccccc3)c(=O)c3ccccc32)cc1	0.7	-0.1	16.4	25.7	0.8	-17.6	9.3	-10.9	20.2	-4.2	2.6
Cn1c(COc2ccccc2)nnc1SCCSc1nnc(COc2ccccc2)n1C	1.8	0.0	5.1	-5.0	19.3	-0.6	-0.1	24.9	10.6	-3.5	-3.1
COc1ccc(Cl)cc1C(=O)NNC(=O)CNC(=O)c1ccco1	0.3	0.1	8.2	2.4	0.6	-20.7	3.8	-4.0	-19.7	-16.6	.
COc1cc(/C=N/N(c2ccccc2)c2ccccc2)ccc1O	-0.4	-0.2	-26.7	-26.3	1.1	25.2	-3.6	-12.8	-27.9	5.6	2.5
Cc1nn(CC(=O)NCC2CCCO2)c(C)c1[N+](=O)[O-] (stereo not given)	-1.6	0.1	8.7	17.2	-2.0	-4.8	1.7	-4.9	-0.4	10.6	7.7
COc1ccc(CNC(=O)CCn2c(=O)[nH]c3ccccc3c2=O)cc1	-0.7	0.0	-5.9	19.6	9.1	10.5	-6.5	-0.9	-3.7	6.0	-4.9
O=C(Nc1nccs1)c1ccc(Cl)c(S(=O)(=O)N2CCOCC2)c1	0.2	0.1	2.3	-23.3	1.3	-7.1	7.7	19.0	-4.0	2.6	-1.2
O=C1C=C(c2cccc(Cl)c2O)C[C@@H](c2ccc(F)cc2)C1	1.4	0.0	4.7	3.9	2.2	0.5	-4.9	11.9	0.4	-10.5	4.7
O=C(NCCCN1CCOCC1)c1sc2ccccc2c1Cl	9.1	0.5	-82.9	-100.4	-30.7	-34.3	-28.3	-12.4	-105.5	5.4	1.3
CC1(C)Cc2c(sc3nc(-c4cc5ccccc5o4)n(N)c(=O)c23)CO1	-1.6	0.3	-51.9	-278.3	-136.2	-35.9	11.2	-0.6	-159.6	3.1	1.6
Cc1cc(C)nc(NS(=O)(=O)c2ccc(CC(C)C)cc2)c1	-0.3	0.3	14.2	12.2	2.7	-13.7	-16.4	-6.4	8.2	-0.3	-3.4
CC(=O)c1c(C)[nH]c(C(=O)CSc2nnc(NC3CC3)s2)c1C	-0.2	-0.2	18.6	-4.5	-1.6	40.1	-7.1	2.8	-31.8	-3.7	.
O=C(O)c1cn(-c2ccccc2)c(=O)c2ccccc12	10.0	-0.3	11.2	13.1	-3.2	-0.3	3.3	-5.2	14.8	4.4	-3.8
NS(=O)(=O)c1cccc(NS(=O)(=O)c2ccc(/C=C/C(=O)OCC(=O)c3ccc(Br)cc3)cc2)c1	-0.6	-0.1	-1.7	11.3	10.7	24.0	17.5	22.6	-9.1	7.5	0.5
Cc1cccc(-c2oc3ccc(-c4ccc5c(c4)OCO5)cc3c2/C=C/c2ccc(N)cc2)c1	-1.1	8.1*	-1.0	5.6	.	5.4	-16.6	-8.5	-0.7	-7.2	2.5
CNC(=O)NNC(=O)c1onc(-c2c(Cl)cccc2Cl)c1C(=O)OC	1.6	0.1	8.2	18.1	1.4	-21.9	-12.5	7.5	4.7	-5.3	-0.7
COc1cc2[nH]c(C(=O)N3CCc4ccccc43)cc2c(OC)c1OC	-0.5	0.1	-46.2	-311.7	-28.8	-111.1	40.0	18.7	-177.1	0.0	-1.8
CCN(C(=O)COc1ccc2ccc(=O)oc2c1)C1CCCCC1	-0.4	0.0	4.1	-0.1	5.6	3.1	-14.8	8.2	-13.3	5.2	.

# Assay outcomes from PubChem.
